Compound activity (PubChem)
EPAC2 antag: qHTS for Antagonist of cAMP-regulated guanine nucleotide exchange factor 2 (EPAC2): primary screen. Rap guanine nucleotide exchange factor 4 (Homo sapiens), Q8WZA2. EPAC2 GEF exchange of Rap1B-BODIPY-GDP, fluorescence. Potency, µM (series often up to 114 µM), for inactives: top-dose activity, negative = inhibition, hits mostly inhibitors. 360,000 tested, 0.18% active. AID 720708, 2013; also: potency is read from the fitted curve at half-maximal effect; % is scaled to controls: 0 for no effect and ±100 for the full control effect; nearly all actives have a fitted effect of over 45% in size; many of its hits are not listed in these tables
D3 antag: qHTS of D3 Dopamine Receptor Antagonist: qHTS; max response, negative = inhibition, %; D(3) dopamine receptor (Homo sapiens), P35462; 360,000 tested, 2.5% active; D3R cells, DiscoveRx beta-arrestin luminescence, antagonist mode; active compounds read low; in the data active = max response below about -50%; inconclusive = no clear call, values can overlap the other calls; also: % is scaled to controls: 0 for no effect and ±100 for the full control effect; mostly tested at two doses, the higher about 12 µM
Target sequence (P35462 whole entry, looked up): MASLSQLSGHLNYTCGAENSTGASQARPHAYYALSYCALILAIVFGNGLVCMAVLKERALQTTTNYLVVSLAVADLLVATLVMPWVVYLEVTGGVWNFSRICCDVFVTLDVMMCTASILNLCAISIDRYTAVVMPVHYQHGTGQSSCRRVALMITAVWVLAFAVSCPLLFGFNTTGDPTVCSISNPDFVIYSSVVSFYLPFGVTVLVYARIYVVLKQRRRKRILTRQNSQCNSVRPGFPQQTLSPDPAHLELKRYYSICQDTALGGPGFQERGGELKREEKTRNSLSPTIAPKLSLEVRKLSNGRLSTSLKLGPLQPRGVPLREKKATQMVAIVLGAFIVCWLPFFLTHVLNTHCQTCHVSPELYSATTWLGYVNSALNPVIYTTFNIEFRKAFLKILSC
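Cells expressing the human receptor were seeded at 1500 cells/well, incubated overnight at 37 degrees C in 5% CO2, then exposed to library compounds with dopamine controls for 90 minutes at 37 degrees C before luminescent detection.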
Abeta rescue: qHTS for compounds that reverse cellular toxicity of Amyloid beta (A-beta) peptide in yeast: Primary Screen; Potency, µM (series often up to 46.1 µM), for the others: top-dose growth rescue, hits mostly activators; yeast expressing A-beta42, growth rescue, OD600, 48 h; response scale: 0% DMSO, 100% iron-clioquinol control; AID 1347071, 2019; 410,000 tested, 0.063% active; also: potency is read from the fitted curve at half-maximal effect; nearly all actives have a fitted effect of over 55% in size
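Yeast A-beta toxicity model in growth medium with pinned compounds, 48 h at 30 C; growth read as absorbance at 600 nm. Normalized to FeCl3/clioquinol equimolar mix (positive) and DMSO (negative).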
aSyn rescue: qHTS of alpha-syn Inhibitors. Yeast expressing alpha-synuclein, growth rescue, BacTiter-Glo, 24 h. Potency, µM (highest dose often 46.1 µM), for the others: at the highest dose growth rescue (activation), hits mostly activators. 370,000 tested, 0.14% active. AID 652106, 2013; also: potency is read from the fitted curve at half-maximal effect; % of control where 0% means no effect; nearly all actives have a fitted effect of over 65% in size
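Readout is rescue of growth in alpha-synuclein-expressing yeast, so inhibitors of toxicity appear as activators. Growth after 24 hr at 30 deg C in galactose medium is quantified by luminescence.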
FUS yeast rescue: qHTS for Suppressors of FUS Proteinopathy: Primary screen using FUS-linked yeast assay | Potency, µM (highest dose often 76.6 µM), inactives show at the top dose growth rescue (activation), hits mostly activators | 390,000 tested, 0.24% active | S. cerevisiae FUS-expressing, growth rescue, OD600, 24 h;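 also: potency is read from the fitted curve at half-maximal effect; plate controls were DMSO vehicle for no effect and reference control for full effect; nearly all actives have a fitted effect of over 55% in size; some results filed as inactive show a strong effect at the top dose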
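Quantitative HTS measuring growth restoration of FUS-toxic yeast. Galactose-induced cells (OD 0.005) were exposed 24hr at 30C to compounds at several concentrations, then absorbance at 600 nm was recorded.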
TDP43 rescue: qHTS of TDP-43 Inhibitors | TDP-43 expressing yeast growth rescue, BacTiter-Glo, 24 h | AID 652104, 2013 | Potency, µM (top dose mostly 46.1 µM), for the others: top-dose growth rescue (activation), usual class: activators | 410,000 tested, 1.8% active; also: potency is read from the fitted curve at half-maximal effect; % of control where 0% means no effect; nearly all actives have a fitted effect of over 50% in size
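Yeast cells expressing TDP-43 under galactose induction are exposed to compounds for 24 hr at 30 deg C. BacTiter-Glo luminescence measures growth, so protective compounds score as activators.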
EPAC2 ag: qHTS for Agonist of cAMP-regulated guanine nucleotide exchange factor 4 (EPAC2): primary screen | EPAC2 activation, biochemical qHTS; response scale: 100% = 6.5 mM cAMP response | AID 720711, 2013 | 360,000 tested, 0.079% active | Potency, µM (top dose mostly 154 µM), inactives show at the highest dose activation, usual class: activators | Rap guanine nucleotide exchange factor 4 (Homo sapiens), Q8WZA2; also: potency is read from the fitted curve at half-maximal effect; nearly all actives have a fitted effect of over 50% in size
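Compounds were added across a concentration range to EPAC2 (100 nM), RAP1B-BODIPY-GDP (250 nM) and GDP (50 uM). After 5 min at room temperature, fluorescence was recorded at 5-min intervals for 30 min.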
DRD3 agonist: qHTS of D3 Dopamine Receptor Agonist: qHTS; 410,000 tested, 0.58% active; D3R DiscoveRx beta-arrestin cells, luminescence, 90 min; max activation, %; AID 652048, 2013; D(3) dopamine receptor (Homo sapiens), P35462; in the data active = max activation above about 30%; also: 0% is about no effect; mostly tested at two doses, the higher about 12 µM
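Agonist-mode cell screen: cells plated at 1500/well and incubated overnight at 37 °C, then exposed to library compounds for 90 min at 37 °C. Detection reagent was added for 30–60 min at room temperature, and luminescence was read.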
Starred values were filed as active, the others as inactive; ? = inconclusive; . = no result given; & = joins results of further samples; [ ] = remark or other dose. Unless noted, calls follow the shape of the dose curve; as a rule, active = well fitted curve in the direction sought with a large enough effect; inconclusive = small, poorly fitted or top-dose-only effect, or another doubt; inactive = no such curve, though single readings can be large; an effect the other way counts as inactive or inconclusive. Some of the compounds tested (hit frequency here may not be typical).

SMILES	EPAC2 antag	D3 antag	Abeta rescue	aSyn rescue	FUS yeast rescue	TDP43 rescue	EPAC2 ag	DRD3 agonist
CCOC(=O)NC(=O)c1cn(Nc2ncc(Cl)cc2C(F)(F)F)c(=O)[nH]c1=O	5%	4	0%	4%	-7%	-16%	3%	22
Nc1nc(F)nc2c1ncn2[C@@H]1O[C@H](CO)[C@@H](O)[C@@H]1O	24%	5	-10%	0%	-48%	0%	-1%	-10&7&-6
Cc1ccc(S(=O)(=O)N(C)C)cc1NC(=S)N(C)C1CCN(C)CC1	3%	4	12%	4%	6%	8%	3%	-1
C/C(CC(=O)NC1CCCC1)=N\NC(=O)C1CCCCC1	4%	0	-5%	1%	3%	-3%	3%	5
N#C/C(=C/c1ccc(F)cc1)c1nc(CCN2C(=O)c3ccccc3C2=O)cs1	-27%	20	15%	0%	5%	4%	13%	3
O=[N+]([O-])c1cnc(Nc2ccc(Cl)cn2)c([N+](=O)[O-])c1	1%	-6	-20%	6%	-18%	?	-5%	-2
O=C(NCCC1=CCCCC1)C(=O)c1c[nH]c2ccccc12	7%	13	3%	5%	-6%	3%	-12%	-3
Cc1ccc(C(=O)NCC(c2ccc3c(c2)OCO3)N2CCOCC2)cc1 (stereo not given)	.	.	11%	.	-1%	20%	.	-3
COC(=O)c1sc2nc(-c3ccccc3)nc(N3CCN(C)CC3)c2c1C	0%	-7	-25%	-7%	5%	-13%	3%	-8
Cc1ccc(NC(=O)CS(=O)CC(=O)N(CC(=O)NC2CCCC2)c2cc(C)ccc2C)cc1 (stereo not given)	-5%	14	-18%	-5%	19%	-12%	6%	6
Cn1nnnc1SCCCNCc1cc(Br)ccc1OCc1ccccc1F	.	.	14%	.	-15%	4%[9.22 µM]	.	-25
O=C(CN1CCCC1)Nc1ccc(NC(=O)Nc2ccccc2)cc1	6%	0	8%	0%	-2%	1%	8%	-10
O=C(CCCCCN1C(=O)c2ccccc2C1=O)NCCc1nc2ccccc2[nH]1	1%	63	1%[9.22 µM]	-11%	-13%	-5%	5%	6
CCOc1ccc(CNC(=O)Cn2c(=O)c3cccn3c3ccc(F)cc32)cc1	.	.	-24%	.	4%	-14%	.	-5
C=CCOC(=O)C1=C[C@H](c2ccc(Br)cc2)[C@@H](CCCO)[C@H](OCC)O1	-23%	114	25%	9%	35%	22µM*	-4%	15
COC(=O)C(C)Sc1nnc2cc(C)c3cc(C)cc(C)c3n12 (stereo not given)	.	.	-2%	.	30%	?	.	2
CCc1ccc(N(CC(=O)NCc2ccco2)C(=O)CCC(=O)Nc2ccccn2)cc1	4%	-16	-9%	7%	-13%	-3%	-3%	-7
CCOc1ccccc1N(C)C(=O)c1cn(C)c(=O)c2ccccc12	0%	44	-9%	3%	14%	-15%	-1%	5
COc1ccccc1C1(CC(=O)N2CCOCC2)CCOC(C(C)C)C1 (stereo not given)	6%	-10	-8%	-2%	2%	-13%	-1%	-2
Cc1ccc(NC(=O)COC(=O)CCC2CCCC2)c(Br)c1	-5%	5	22%	-12%	.	-3%	3%	2
COc1ccc(NC(=O)NC2(C(=O)N3CCN4CCCC4C3)CCCCC2)cc1 (stereo not given)	9%	1	3%	0%	9%	6%	4%	31*
CCOC(=O)C1=C(C)NC2=C(C(=O)C(C(=O)OCC)C(c3ccc(OC)cc3)C2)C1c1ccccn1 (stereo not given)	-7%	-11	11%	-1%	4%	-1%	-6%	-8
CC(OC(=O)CC1CCCCC1)C(=O)Nc1cccc(C#N)c1 (stereo not given)	-6%	4	18%	-12%	11%	26%	-2%	-6
O=C(Nc1ccncc1)c1ccc(N2CCCC2=O)cc1	-23%	7	-2%	-4%	-3%	12%	-1%	0
CC(=O)Nc1ccc(C=C(C#N)c2ccc(C)cc2)cc1	-12%	11	-1%	1%	-6%	?	7%	8
Cc1ccn2c(=O)c(C(=O)NCCCN3CCCC3=O)c(O)nc2c1	4%	-6	-2%	-1%	-4%	-6%	14%	-1
COCCCNS(=O)(=O)c1ccc(Oc2ncc(C(F)(F)F)cc2Cl)cc1	-3%	0	22%	1%	15%	15%	0%	1
C=CCN(C(=O)CCC(=O)Nc1cc(C)on1)C(C(=O)NC1CCCC1)c1ccc(Cl)cc1 (stereo not given)	-5%	-7	6%	2%	11%	2%	4%	7
COc1ccc2c(CC(=O)NCCN3C(=O)S/C(=C\c4cccnc4)C3=O)coc2c1	-1%	20	33%	4%	?	5%	-1%	1
CC(C)CC(NC(=O)C1CCCCC1)C(=O)NCc1ccccn1 (stereo not given)	10%	-20	10%	5%	17%	0%	1%	3
C#Cc1ccc([C@@H]2C=C(C(=O)N3CCN(Cc4ccc5c(c4)OCO5)CC3)O[C@H](OCC)[C@H]2CCCO)cc1	-1%	4	-1%	3%	24%	-5%	7%	-33
COc1ccc(C(C)(C)NC(=O)C2CCC(=O)N(C3CCCC3)C2)cc1OC (stereo not given)	-7%	3	8%	2%	-3%	17%	0%	7
O=C(C1CCCN1S(=O)(=O)c1cccc2nsnc12)N1CCCCC1 (stereo not given)	-1%	-2	2%	-7%	1%	-5%	2%	-1
O=C(/C=C/c1cccc([N+](=O)[O-])c1)Nc1cc(C(=O)O)cc(C(=O)O)c1	2%	-6	-21%	0%	9%	7%	3%	-1
O=C(NCCOCCOCCNC(=O)c1cccnc1)c1cccnc1	14%	24	0%	0%	4%	-7%	4%	3
CC(=O)c1sc(NC(=O)CCS(=O)(=O)c2ccc(C)cc2)nc1C	-10%	-12	2%	3%	5%	13%	3%	0
O=C(c1cc2sccc2n1Cc1ccccc1)N1CCc2ccccc21	6%	?	-5%	-1%	24%	-5%	1%	-21
CCOc1ccccc1NS(=O)(=O)N(C)C	0%	-10	-3%	1%	-8%	0%	9%	-1
C=CCC1(N(C(C)=O)c2ccccc2C)CCCCC1	-15%	-8	-4%	-4%	-2%	-12%	2%	-2
NC(=O)CCCC1=NS(=O)(=O)c2ccccc2N1	14%	0	0%	-7%	14%	-5%	3%	-7

Reformatted with values under each structure: entries from further up
Below each SMILES: EPAC2 antag	D3 antag	Abeta rescue	aSyn rescue	FUS yeast rescue	TDP43 rescue	EPAC2 ag	DRD3 agonist
> C=CCC1(N(C(C)=O)c2ccccc2C)CCCCC1
  -15%	-8	-4%	-4%	-2%	-12%	2%	-2
> CCOc1ccccc1NS(=O)(=O)N(C)C
  0%	-10	-3%	1%	-8%	0%	9%	-1
> O=C(Nc1ccncc1)c1ccc(N2CCCC2=O)cc1
  -23%	7	-2%	-4%	-3%	12%	-1%	0
> CC(=O)c1sc(NC(=O)CCS(=O)(=O)c2ccc(C)cc2)nc1C
  -10%	-12	2%	3%	5%	13%	3%	0

More compounds
SMILES	EPAC2 antag	D3 antag	Abeta rescue	aSyn rescue	FUS yeast rescue	TDP43 rescue	EPAC2 ag	DRD3 agonist
COc1cc(C2CC(c3cccnc3)=NN2c2ccc(F)cc2)cc(OC)c1OC (stereo not given)	-6%[57.1 µM]	8	-8%	0%	0%	5%	19%	-1
Cc1cc(C)nc(SCc2nnc(SCC(=O)Nc3ccccc3C)n2Cc2ccco2)n1	-1%	?	16%	0%	31%	9%	0%	-2
CCCCOc1ccc(/C=C/C(=O)Nc2ccc(C(N)=O)cc2)cc1	-11%	2	1%	9%	10%	-5%	11%	7
CC1CCCC(O)(C(C(=O)O)c2ccccc2)C1 (stereo not given)	19%	0	10%	-2%	4%	-5%	3%	-4
COc1cccc(NC(=O)c2sc3nc(C)c(C(=O)Nc4ccc(Cl)cc4)c(-c4ccc(Br)cc4)c3c2N)c1	.	.	-7%	.	-3%	18%	.	5
Cc1ccccc1NC(=O)NNC(=O)c1ccc2ccccc2c1	-2%	-4	6%	-9%	16%	10%	-2%	-13

Looked up one by one from above (3):
SMILES	EPAC2 antag	D3 antag	Abeta rescue	aSyn rescue	FUS yeast rescue	TDP43 rescue	EPAC2 ag	DRD3 agonist
COc1cccc(NC(=O)c2sc3nc(C)c(C(=O)Nc4ccc(Cl)cc4)c(-c4ccc(Br)cc4)c3c2N)c1	.	.	-7%	.	-3%	18%	.	5
CCCCOc1ccc(/C=C/C(=O)Nc2ccc(C(N)=O)cc2)cc1	-11%	2	1%	9%	10%	-5%	11%	7
COC(=O)C(C)Sc1nnc2cc(C)c3cc(C)cc(C)c3n12 (stereo not given)	.	.	-2%	.	30%	?	.	2
